WT yeast gro inh – growth inhibition of WT yeast, mitochondrial fusion screen | actives 2.1% (n = 190,000) | AID 1362 | mitochondrial fusion phenotypic screen, WT strain | inhibition, % at 10 µM; in the data active = inhibition above about 58%; tested in S. cerevisiae
TNAP activation fold – stimulation of alkaline phosphatase TNAP activity – biochemical, luminescent, no phosphate acceptor, uHTS, primary screen (AID 1001). purified TNAP, luminescent activation assay, no phosphate acceptor; higher activation fold means a stronger effect. one-dose activation fold at 20 µM; EC50 in µM for titrated hits. actives 0.03% (n = 200,000); in the data active = activation fold from about 3, or a potency from the dose series; inactive = the rest, 99 in 100 with activation fold below about 1.6; note: many of its hits are not listed in these tables
XIAP antagonists – XIAP antagonists, biochemical, IAP family, fluorescence polarization (AID 1018); displacement, % at 20 µM, or IC50 in µM where a hit was titrated; XIAP BIR domain, fluorescence polarization peptide displacement; higher % means a stronger effect; actives 0.007% (n = 200,000); in the data active = displacement above about 50%; note: a part of the inactive calls stands beside numbers as strong as those of hits
P. falciparum M17LAP – P. falciparum M17LAP inhibitors, primary screen, biochemical, fluorogenic H-Leu-NHMec substrate, 1536-well (AID 1619). recombinant M17LAP, H-Leu-NHMec fluorogenic kinetic assay; higher % means a stronger effect. inhibition, % at 30 µM; hits with a dose series show IC50 in µM. actives 0.38% (n = 220,000);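 active = compound inhibiting the enzyme by more than half at any dose during confirmatory dose-response retesting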;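 note: plate controls were full reaction with DMSO carrier for no effect and no enzyme background for full effect; strong numbers were not always called active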
Yfh1-off respiration – enhancers of respiration in Yfh1-depleted yeast, dose response, Friedreich's ataxia, plus single-dose screen (AID 1465); actives 0.074% (n = 220,000); S. cerevisiae Yfh1-off respiration, WST-1 reduction, 72 h; higher fold induction means a stronger effect; fold induction at 50 µM; hits with a dose series show EC50 in µM;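 active = fold induction of absorbance versus untreated yeast above a set limit, then at least 30% activation at any dose in follow-up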;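 note: activators that raise dye reduction in frataxin-depleted yeast; strong numbers were not always called active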
LYP phosphatase – inhibitors of LYP phosphatase, biochemical, fluorescence intensity, uHTS (AID 1779); recombinant LYP phosphatase, fluorescence intensity; higher % means a stronger effect; inhibition, % at 11.5 µM; hits with a dose series show IC50 in µM; actives 0.054% (n = 290,000);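 note: plate controls were vehicle with enzyme for no effect and no enzyme for full effect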
human PMI inhibitors – human PMI inhibitors, high substrate, primary screen, biochemical, fluorescence intensity, high mannose 6-phosphate (AID 1220) | inhibition, % at 20 µM, or IC50 in µM where a hit was titrated | actives 0.66% (n = 190,000) | recombinant PMI enzyme, coupled fluorescence intensity; higher % means a stronger effect
human PMI inhibition – inhibitors of human PMI, primary screen, biochemical, fluorescence intensity, coupled assay (AID 1209); purified PMI enzyme, coupled fluorescence intensity; higher % means a stronger effect; one-dose inhibition, % at 20 µM; IC50 in µM for titrated hits; actives 0.42% (n = 190,000);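 note: plate controls were DMSO vehicle for no effect and wells lacking substrate for full effect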
P. falciparum M1AAP – malaria alanyl aminopeptidase activity blockers – biochemical, fluorogenic H-Leu-NHMec substrate, 1536-well (AID 1445); recombinant M1AAP, H-Leu-NHMec fluorogenic kinetic assay; higher % means a stronger effect; inhibition, % at 30 µM, or IC50 in µM where a hit was titrated; actives 0.42% (n = 220,000);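 active = primary inhibition above the hit cutoff, then over 50% inhibition at one or more dose response concentrations, cut at about 23% in these data, passing the limit was not always enough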;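 note: plate controls were DMSO full reaction for no effect and no enzyme background for full effect; strong numbers were not always called active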
WT yeast gro inh mutant strain – recorded beside WT yeast gro inh, whose call it bears; inhibition, %; mitochondrial fusion phenotypic screen, mutant strain inhibition
Active calls of the source: *; i = inactive; nt = no result given; & = joins results of further samples. Cut-off read from the data, not from the text of the source, unless noted: active = inhibition above about 50%; inactive = the rest.

Values in the order – WT yeast gro inh, WT yeast gro inh mutant strain, TNAP activation fold, XIAP antagonists, P. falciparum M17LAP, Yfh1-off respiration, LYP phosphatase, human PMI inhibitors, human PMI inhibition, P. falciparum M1AAP
COCCNC(=S)N1CCN(c2cccc(C(F)(F)F)c2)CC1
    8, 10, 1, -1.3%, 1%, i, 2%, -1%, 2%, 10%
CC(C)(C)NC(=O)CSc1nc2ccccc2c(=O)[nH]1
    nt, nt, nt, nt, -7%, i, -7%, nt, nt, -2%
COC(=O)Nc1ccc2c(c1)N(C(=O)CCN1CCN3CCCC3C1)c1ccccc1CC2 (stereo not given)
    -3&-9, -5&-10, 1.1&1, 1.0%&-8.4%, 16%&-1%, i, -1%&-6%, 1%&-15%, 9%&-26%, 19%&-2%
O=c1oc2c(CN3CCOCC3)c(O)ccc2c2ccccc12
    -5, 2, 1.1, -7.3%, 13%, i, 7%, 1%, 7%, 4%
O=C(CN1CCN(c2ccc(Cl)cc2)CC1)NCc1ccccc1
    29, 25, 1.1, -3.7%, -2%, i, 2%, -5%, 4%, 0%
COc1ccc2[nH]cc(C(=O)CN3CCCCC3)c2c1
    3, 3, 1, -1.9%, 6%, i, -10%, 10%, 4%, 6%
N#Cc1cnn2c1nc(N1CCCCC1)c1ccccc12
    2, 20, 1.1, -2.4%, 2%, i, -8%, 0%, -3%, 5%
CCC/C=N/NC(=O)c1cc(Br)ccc1O
    4, -28, 1.1, -2.5%, -13%, i, 2%, 4%, 0%, 11%
COc1ccc(OC)c(C2CC(c3ccccc3)=NN2C(=S)Nc2ccccc2)c1 (stereo not given)
    nt, nt, nt, nt, -8%, i, -3%, nt, nt, -3%
CCOC(=O)CSc1nc(N(C)C)nc(N(C)C#N)n1
    -10, -7, 1, -2.6%, -1%, i, -5%, 1%, 5%, 9%
CCCNC(=O)Nc1cccc(NC(C)=O)c1
    nt, nt, nt, nt, 0%, i, -4%, nt, nt, 3%
O=C(O)c1cc2c(cc1Cl)N1CCCCCC1=NS2(=O)=O
    -4, -6, 1.1, -4.9%, 0%, i, -8%, 1%, -5%, 3%
COc1cc(CNCc2cccnc2)ccc1OCc1ccccc1
    11, 10, 1, -5.4%, 25%, i, -4%, 0%, -17%, -1%
CC(=O)C1=C(O)C(=O)N(Cc2cccnc2)C1c1ccc(C(C)C)cc1 (stereo not given)
    14, 16, 1.1, -3.6%, 13%, i, -2%, -3%, -1%, 5%
CN(C)c1ccc(-c2noc(C3CCN(S(=O)(=O)c4cccc(Cl)c4)CC3)n2)cc1
    6, -7, 1.1, -1.7%, 3%, i, -1%, 13%, 24%, 1%
CCOC(=O)c1cnn(-c2ccccc2)c1NC(=O)c1cccs1
    20, -13, 1, -3.1%, -8%, i, -11%, 2%, -2%, 1%
COc1ccc(Cl)cc1-c1nc(SCC(=O)N(C)CCC#N)n[nH]1
    9, -14, 0.7, -7.2%, -7%, i, -6%, 10%, -9%, 1%
COc1ccccc1/C=C(/CC(=O)NCc1ccc(F)cc1)c1nc2ccccc2s1
    44, 34, 1, -7.1%, -4%, i, 11%, 23%, 19%, 9%
Cc1ccc(S(=O)(=O)N2CCC(C(=O)NNC(=O)C3CC3)CC2)cc1Cl
    -7, 3, 1.2, 1.7%, -3%, i, -2%, 0%, -2%, -4%
CN(C)c1ccc(C(=S)N2CCN(c3ccccc3)CC2)cc1
    47, 35, 1, -4.5%, -3%, i, -8%, 8%, 1%, 9%
Cc1cccc(Nc2nnc(SCc3cn4ccsc4n3)s2)c1
    nt, nt, 1, -5.2%, -3%, i, -2%, 5%, 7%, 5%
COc1ccc(C2C(C(=O)N3CCN(c4ccccn4)CC3)CCC(=O)N2c2cc(OC)c(OC)c(OC)c2)cc1 (stereo not given)
    -34, -13, 1.1, -6.5%, 18%, i, -4%, -9%, -9%, 3%
CC(=O)NC(CCS(C)(=O)=O)C(=O)Nc1ccc(C)c(F)c1 (stereo not given)
    5, 12, 1.1, -2.4%, 11%, i, -6%, -12%, -7%, -6%
CC(=O)c1ccc(N2C(=O)C3C(C2=O)C(C(=O)c2ccc(Cl)cc2)N2CCCC32)cc1 (stereo not given)
    21, 14, 1, -4.4%, 12%, i, 2%, -101%, -60%, 5%
O=C(Nc1ccc(Cl)c(Cl)c1)N1CC=CCC1
    43, 35, 1.1, 2.3%, -5%, i, -1%, 13%, 8%, -14%
CCSC1=NC(C)(C)C=C(C)N1
    -5, 8, 1.1, -5.0%, 4%, i, -6%, -1%, 0%, 1%
CCCCCCn1c(=O)c(C(=O)N/N=C/c2cccc(F)c2)c(O)c2ccccc21
    -22, 10, 1, -7.9%, 5%, i, -6%, 22%, -2%, 8%
COC(=O)c1ccc(C(=O)NCCCCO)cc1
    -3, -5, 1, -3.8%, 5%, i, -6%, -3%, -2%, -2%
Cc1ccc2nc(C3CCN(S(=O)(=O)c4ccc5ccccc5c4)CC3)[nH]c2c1
    12, 14, 1.1, -8.6%, -2%, i, -5%, -2%, 6%, -2%
COc1ccc(C(=O)CSc2nnc(CN3CCCCC3)n2-c2ccc(F)cc2)cc1OC
    9, 19, 0.8, -5.9%, 6%, i, 0%, 7%, 6%, 0%

Entries listed so far that have a cyano group (3):
Values in the order – WT yeast gro inh, WT yeast gro inh mutant strain, TNAP activation fold, XIAP antagonists, P. falciparum M17LAP, Yfh1-off respiration, LYP phosphatase, human PMI inhibitors, human PMI inhibition, P. falciparum M1AAP
N#Cc1cnn2c1nc(N1CCCCC1)c1ccccc12
    2, 20, 1.1, -2.4%, 2%, i, -8%, 0%, -3%, 5%
CCOC(=O)CSc1nc(N(C)C)nc(N(C)C#N)n1
    -10, -7, 1, -2.6%, -1%, i, -5%, 1%, 5%, 9%
COc1ccc(Cl)cc1-c1nc(SCC(=O)N(C)CCC#N)n[nH]1
    9, -14, 0.7, -7.2%, -7%, i, -6%, 10%, -9%, 1%

Continuation.
Values in the order – WT yeast gro inh, WT yeast gro inh mutant strain, TNAP activation fold, XIAP antagonists, P. falciparum M17LAP, Yfh1-off respiration, LYP phosphatase, human PMI inhibitors, human PMI inhibition, P. falciparum M1AAP
O=C(NC1CC1)C1=C[C@H](c2ccc3c(c2)OCO3)C[C@H](OCc2ccc(CO)cc2)O1
    -4, -6, 1.1, -0.5%, -6%, i, 0%, 4%, 0%, 4%
O=C(O)c1cccnc1SC1CC(=O)N(c2cccc3ccccc23)C1=O (stereo not given)
    11, -7, 1.1, -2.5%, 2%, i, -11%, -5%, -16%, 0%
CC(=O)c1sc(=S)n(-c2ccc(Cl)cc2)c1C
    5, 7, 1.2, 3.3%, 7%, i, -9%, -2%, -3%, 2%
O=C(C1CCCN(S(=O)(=O)Cc2ccccc2)C1)N1CCC(Cc2ccccc2)CC1 (stereo not given)
    17, -20, 1.1, -12%, 13%, i, 2%, 13%, 18%, 18%
Cn1c(SCC(=O)c2cccs2)nnc1-c1ccco1
    -5, -6, 1.2, -4.5%, 6%, i, -6%, -26%, -21%, 5%
COC(=O)CNC(c1ccccc1)c1cc(Cl)ccc1NC(=O)c1cccc(Cl)c1 (stereo not given)
    58*, 8.5*, 1, -2.2%, 15%, i, 5%, 12%, 17%, 6%
Cc1ccccc1C(=O)NNC1CC(=O)N(c2ccc3c(c2)OCCO3)C1=O (stereo not given)
    -2, 7, 1.1, -6.5%, 1%, i, -4%, -1%, -1%, -2%
C/C(=N/NC(=O)c1sc(NS(=O)(=O)c2ccccc2)nc1C)c1ccc(F)cc1
    -12, 6, 1.1, -2.5%, 30%, i, 3%, -5%, 0%, 33%
CN(C)/C=C(\C#N)C(N)=C(C#N)C#N
    -4, 3, 1.1, -4.6%, 6%, i, 12%, 9%, 7%, -3%
COc1ccc(CNC(=O)c2cc(SC)ccc2Cl)cc1OC
    nt, nt, 1.1, -2.5%, 1%, i, -2%, -6%, -1%, 14%
O=C1c2ccccc2N2C(=O)c3ccccc3C2N1O (stereo not given)
    14, 17, 1.1, -5.1%, 16%, i, -5%, 15%, 13%, 1%
CC1=NN(c2ccc(Cl)cc2)C(=O)C1
    19, 30, 1.2, -1.2%, 2%, i, -6%, -13%, -29%, -1%
COc1nc(-c2ccccc2)nnc1-c1ccccc1
    18, 29, 1, -4.0%, 9%, i, 0%, 2%, 8%, 11%
S=C(NCc1ccccc1)NNc1ccccc1
    18, 29, 0.9, -6.7%, -3%, i, 0%, 10%, 9%, 4%
Cc1cc(C)nc(NS(=O)(=O)c2ccc(NC(=O)Cn3c(=O)oc4ccccc43)cc2)n1
    -3, -7, 1.1, -1.4%, 21%, i, -3%, -3%, -2%, 11%
Cc1onc(-c2ccccc2)c1C(=O)NCc1cccnc1
    7, 9, 1.1, -5.9%, 5%, i, -8%, -8%, 0%, 4%
Cc1cc(C(=O)NCCCc2ccccc2)no1
    0, 4, 1.1, -1.6%, -1%, i, -5%, 8%, 9%, 1%
Cc1ccccc1/C(N)=N/O
    1, -7, 1, -5.7%, 5%, i, -1%, -3%, 10%, 10%
Cc1ccc(C(=O)NNC(=O)C2CCN(S(=O)(=O)c3ccc(Cl)cc3)CC2)cc1
    -3, -39, 1.5, -3.8%, -10%, i, -4%, 1%, 6%, -3%
COc1cc(/C=N/n2c(-c3cc(C)[nH]n3)n[nH]c2=S)cc(OC)c1OC
    nt, nt, nt, nt, 2%, i, -9%, nt, nt, 1%
C/C(=N\Oc1cccc(F)n1)c1ccc(Cl)cc1Cl
    3, 10, 1.1, -4.3%, -1%, i, -2%, 8%, 16%, 9%
CC1=[N+]([O-])C(C)(C)CC(C)(C)c2ccccc21
    -7, -5, 1.1, -0.3%, 2%, i, -11%, -10%, 1%, 15%
C#Cc1ccc([C@H]2C=C(C(=O)N3CCN(Cc4ccc5c(c4)OCO5)CC3)O[C@@H](OCc3ccc(CO)cc3)C2)cc1
    20, 3, 1.1, -1.6%, -4%, nt, 7%, 6%, 21%, 3%
CC(=O)Nc1ccc(C(=O)OCc2ccc(F)cc2)cc1
    31, 29, 1.1, -14%, 17%, i, -12%, 11%, 8%, 1%
CC1(C)OC(=O)N(Cc2ccco2)C1(C)O (stereo not given)
    35, 38, 1, -4.0%, 11%, i, 1%, 4%, 1%, 17%
COc1ccc(C(C(=O)NC(C)(C)C)N(Cc2ccccc2)C(=O)CCC(=O)Nc2cc(C)on2)cc1 (stereo not given)
    1, 1, 1.1, -4.9%, 6%, i, -8%, 0%, 5%, 2%
Cc1cc2n(n1)C(c1c[nH]c3ccccc13)Nc1ccccc1-2 (stereo not given)
    47, 1, 0.9, -0.3%, -9%, i, 2%, -13%, 0%, 15%
Cc1nnc(SCC(=O)Nc2nsc(-c3ccc(Cl)cc3)n2)s1
    16, 19, 1.1, -3.4%, -9%, i, -7%, 6%, 4%, 4%
CC(O)CNc1cnccn1 (stereo not given)
    -8, 0, 1, -3.0%, 5%, i, -9%, 2%, 4%, 4%
CCOn1c(=O)c(C)[n+]([O-])c2ccccc21
    9, 5, 1, -1.9%, 22%, i, -8%, 5%, 2%, 5%
C/C(=N\NC(=O)Nc1ccccc1)c1ccc2ccccc2c1
    4, -10, 0.9, -7.6%, 5%, i, 0%, -4%, 5%, 5%
O=C(CCC(=O)N1CCOCC1)c1ccc(F)cc1
    4, 14, 1.1, 4.3%, 0%, i, -8%, 8%, 3%, 5%
COc1ccccc1Nc1nc(N)nc(CN2CCN(Cc3ccc4c(c3)OCO4)CC2)n1
    nt, nt, nt, nt, 1%, i, -9%, nt, nt, -3%

Bioassay records from PubChem BioAssay.
